# Assay outcomes: PubChem, several laboratories
# aSyn 5UTR inh: MLPCN primary screen, SNCA 5' untranslated region | inhibition, % (tested at 7.5 µM) | alpha-synuclein 5'UTR reporter, inhibitor activity | AID 1813, 2009 | hit rate 0.82% among 300,000; in the data active = inhibition above about 60%; inconclusive = no clear call, values can overlap the other calls;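 also: H4 neuroglioblastoma cells stably carrying SNCA 5'UTR luciferase fusion; 0% = DMSO wells and 100% = positive control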
# HSP90 inh: HSP90 inhibitors, primary screen, cell lysate, luminescence; Heat shock protein HSP 90 (rabbit reticulocyte lysate; luciferase refolding); hit rate 0.91% among 290,000; Rabbit reticulocyte lysate, luciferase refolding luminescence, 3 h; inhibition, % at 5.6 µM;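 active = inhibition above the screen-wide mean plus 3 SD, computed separately per campaign, cut at about 16% in these data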;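 also: 0% = DMSO wells and 100% = 60 µM geldanamycin wells; inhibitors lower the luminescence because luciferase stays unfolded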
# IEC-6 cytotox: cytotoxicity in IEC-6 intestinal epithelial cells, primary screen, cytotoxicity control for KLF5 inhibitor project, cell-based, luminescence. IEC-6 cytotoxicity, luminescence viability. inhibition, % at 5 µM. hit rate 0.78% among 290,000; in the data active = inhibition above about 22%;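 also: 0% = plate median of test compound wells and 100% = cytotoxic reference compound wells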
# Platelet DG rel: inhibitors of platelet dense granule secretion, primary screen, cell-based, MLPCN, human platelets; human platelet-rich plasma, SFLLRN dense granule ATP release, luminescence; inhibition, %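 (compounds screened at 7.5 µM in platelet-rich plasma)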; hit rate 0.22% among 300,000; AID 1663, 2009;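 active = mean replicate score, as percent of positive control, at or above 50; inconclusive = mean below 50 but at least one replicate at or above 50; inactive = mean and every replicate below 50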
# HSF-1 act: HSF-1 activators, primary screen, NIH3T3-HGL cells, MG132 stress, luminescence, single point; AID 504408, 2011; activation, % at 9 µM; NIH3T3-HGL HSF-1 luciferase reporter, 8 h; 100% = twice DMSO control signal; hit rate 1.7% among 300,000;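 active = mean replicate activation of at least 50% with a set share of replicates each reaching 50%; inconclusive = only one of those two conditions met; inactive = mean below 50% and too few replicates reaching it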;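 also: 0% = median of the neutral control wells and 100% = twice that signal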
# SKKanGAS inh: S. pyogenes SKKanGAS growth inhibitors in kanamycin, primary screen, streptokinase expression inhibitor project, SKKanGAS strain, BacTiter-Glo luminescence. inhibition, % at 7.5 µM. 6 h. hit rate 1.3% among 300,000. AID 1662, 2009;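 active = mean replicate score, as percent of positive control median, at least 50; inconclusive = mean below 50 but one replicate at or above 50; inactive = mean and every replicate below 50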;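 also: strain carries kanamycin resistance gene driven by streptokinase promoter and grows in 40 µg/ml kanamycin; loss of luminescence reflects streptokinase promoter inhibition or plain growth inhibition; 0% = median of DMSO wells and 100% = positive control at its reference dose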
# KLF5 inhibitor: KLF5 expression inhibitors, primary screen, DLD-1 cells, luminescence; DLD-1 KLF5 promoter-luciferase reporter; inhibition, % at 5 µM; hit rate 0.23% among 290,000;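 active = inhibition above a per-plate limit of that plate's mean compound inhibition plus 3 SD, cut at about 60% in these data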;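 also: 0% = DMSO wells and 100% = LY294002 at 200 µM; higher means less KLF5 promoter-driven luciferase light; inactives centre near -14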
# HSF1 inhib: HSF1 inhibitors in luciferase reporter cells, primary screen, cell-based, NIH3T3, luminescence | NIH3T3-HGL HSE-luciferase, MG132-induced, luminescence 8 h; stronger effect = lower value | activity change, negative = inhibition, % at 7.5 µM (by protocol) | hit rate 0.77% among 300,000;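 active = more than half of replicate wells show activity change below -50%, luminescence cut by over half; inconclusive = some wells, but at most half, below -50%; inactive = no replicate well below -50%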;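 also: luciferase reports HSF-1 transcriptional activity via heat shock element; 0% = median of DMSO wells and -100% = zero luminescence signal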
# AI-2 QS modul: Vibrio harveyi AI-2 quorum sensing modulators, primary screen, JMH597 strain, luminescence/OD600 ratio; Vibrio harveyi JMH597 AI-2 luminescence/OD600 ratio, 9 h; stronger effect = lower value; strain lacks LuxN and CqsS sensors; 0 = neutral-control median; activity change, % at 7.5 µM; hit rate 0.4% among 300,000; in the data active = activity change below about -75%, passing the limit was not always enough; inconclusive = no clear call, values can overlap the other calls;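 also: luminescence divided by OD600 gain over 9 h not by final OD600 alone; inactives centre near 13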
# HIF activator: HIF pathway transcriptional activators, primary screen, cell-based, U2OS HRE-luciferase, luminescence; U2OS HRE-luciferase reporter; normalized: DMSO 0%, desferrioxamine 100%; activation, % at 7.5 µM (by protocol); hit rate 0.32% among 300,000;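 active = mean activation of at least 10% of the iron chelator positive control signal, with at least half of replicates also reaching 10%; inconclusive = mean and replicate majority disagree about reaching 10%; inactive = mean and most replicates under 10%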
# * marks the source's active call; other numbers are inactive results; ? = inconclusive; . = not tested or not shown.
SMILES,aSyn 5UTR inh,HSP90 inh,IEC-6 cytotox,Platelet DG rel,HSF-1 act,SKKanGAS inh,KLF5 inhibitor,HSF1 inhib,AI-2 QS modul,HIF activator
O=S(=O)(N/N=C/c1ccccc1F)c1ccccc1,-10,5,-1,-3,0,8,-21,-4,37,-0.5
Cc1ccc(Nc2nc(N/N=C\c3ccc4c(c3)OCO4)nc(N3CCOCC3)n2)cc1,-30,0,49*,6,2,?,-49,-7,13,-0.6
Cc1cc(C)c(C(=O)O)c(CC(C)(C)C(=O)O)c1,.,-1,-4,.,.,-1,-34,.,13,.
COc1ccc(NC(=O)C(NC(=O)c2ccc(=O)[nH]c2)c2ccc(C)cc2)cc1 (centres undefined),7,-6,-6,2,-8,-7,-4,-6,18,0.0
COc1ccc(C2CC(=O)c3c(C)nc(N4CCN(Cc5ccccc5)CC4)nc3C2)cc1OC (centres undefined),-12,3,4,1,10,13,-2,-3,36,-0.2
CC1(C)CC(=O)C2=C(C1)OC(N)=C([N+](=O)[O-])C2c1cccs1 (centres undefined),21,6,-7,-8,2,-12,-11,0,3,-0.2
CCS(=O)(=O)n1nc(C(=O)N2CCOCC2)nc1N,-2,-1,-1,1,2,11,-6,-2,11,-0.2
COc1ccc2c(CC(=O)N3CCN(S(=O)(=O)c4cccs4)CC3)coc2c1,2,0,-6,1,-1,-9,-17,-4,35,-0.7
Cc1sc(NC(=O)/C=C/c2ccco2)c(C(=O)OC(C)C)c1C,-36,2,1,-81,12,-6,-13,17,15,0.5
COc1ccc(-c2c(C#N)c(N)nc3c2CCC3)cc1,25,-1,0,-9,4,-14,-20,-2,-6,0.9
CC(C)c1ccc(Nc2ncccc2C#N)cc1,-111,-1,8,0,40,6,-33,7,14,2.2
C/C(=N\OC(=O)C1CC1)C1CC1c1ccc(F)cc1 (centres undefined),2,5,2,-5,-6,5,4,6,1,-0.1
Cc1cccc(C(=O)Nc2cccc(C(=O)N/N=C/c3cccc(C)n3)c2)c1,-12,-3,6,-1,29,-3,-25,1,6,-1.1
CCOC(=O)CNc1nnc(SCC(=O)OCC)[nH]c1=O,-8,3,0,9,4,-6,-15,3,10,0.1
Cc1ccc(-c2csc(C(C#N)=C3CCCC3)n2)cc1,-236,-5,4,-1,.,-12,-9,.,11,2.8
O=C(OCc1cc2ccccc2[nH]c1=O)C1CCCO1 (centres undefined),10,-1,3,-2,-1,-2,0,-6,0,-0.6
Cc1ccc(Cl)cc1N(Cc1ccc(C(=O)NCc2cccnc2)cc1)S(=O)(=O)c1ccccc1,22,3,4,-14,-11,.,-31,-1,12,-0.3
O=C(N/N=C/c1cccs1)c1cccc(NC(=O)c2ccccc2Cl)c1,-26,-3,-7,-1,7,-4,3,3,13,0.2
CCCC1(C(=O)OC)NC(c2ccc(OC)cc2OC)C2C(=O)N(c3cccc(C(C)=O)c3)C(=O)C21 (centres undefined),6,0,3,1,-8,1,1,-3,-8,-0.7
O=c1cc(CSc2ccc(Cl)cc2)nc(N2CCCCC2)[nH]1,-1,0,3,-5,65*,0,7,17,36,-0.4
COc1cccc(-c2nc(CS(=O)CC(=O)NCc3ccc(F)cc3)c(C)o2)c1 (centres undefined),-5,-3,2,-8,-27,-5,-11,-15,8,-0.6
O=C(Cn1cnc2ccccc2c1=O)Nc1ccc(S(=O)(=O)N2CCOCC2)cc1,4,-2,-8,-4,-6,0,-25,-10,-94*,-0.1
COc1ccc(CN(CCCN2CCOCC2)S(=O)(=O)N(C)C)cc1OC,13,-1,1,-20,8,-7,-6,-4,0,0.0
Cc1nc(SCC(=O)Nc2nnc(C(C)C)s2)n[nH]1,-10,-1,-2,-4,-46,-1,-17,-31,25,0.2
O=C(NCc1cccs1)C(=O)NCC1OCCCN1S(=O)(=O)c1cccs1 (centres undefined),-14,0,0,0,-3,-15,-4,10,-3,-0.2
Cc1ccc(S(=O)(=O)C(NC(=O)c2ccccc2)=C(Cl)Cl)cc1,-60,0,-4,1,29,0,-11,33,17,0.6
O=C(C[n+]1ccc(-c2nnc3n2CCCCC3)cc1)c1ccc(Cl)cc1,20,10,0,2,-5,6,-22,-5,-8,-0.2
O=S1(=O)C=C(Sc2nnc(-c3ccccc3)o2)c2ccccc21,-118,-4,-2,8,-18,18,-12,-4,-32,-3.8
CCC1Nc2ncnc(N3CCOCC3)c2N(Cc2ccc(C)cc2)C1=O (centres undefined),11,.,.,7,-35,0,.,-15,4,-0.1
CCOc1ncccc1C(=O)OCC(=O)Nc1ccc(C(C)C)cc1,-10,3,7,0,-8,-2,-4,-3,13,0.2
CN(CCC#N)S(=O)(=O)c1cc2c3c(c1)CCN3C(=O)CC2,-12,-5,2,-4,7,-2,6,3,13,0.0
CSc1ccccc1C(=O)OCC(=O)NC1CCS(=O)(=O)C1 (centres undefined),-8,-1,0,4,-5,20,-29,-7,33,0.1
CC(NC(=O)/C(=C\c1ccco1)NC(=O)c1ccco1)C(=O)O (centres undefined),5,-1,-1,1,11,-3,-23,-12,5,-0.5
CCN(c1ccccc1)S(=O)(=O)c1cccc(C(=O)NCc2cccnc2)c1,-7,.,.,-8,0,-7,.,-3,28,-0.6
Cc1ccc(-n2c(=O)cc(N3CC(C)CC(C)C3)[nH]c2=O)cc1 (centres undefined),0,-1,4,-1,-6,0,-65,3,20,0.2
CCc1[nH]nc(C(=O)N/N=C/c2ccncc2)c1C,-70,-2,3,17,-3,1,-72,11,21,1.3
O=C(c1ccc(C(F)(F)F)cc1)C1CCCN(C(=O)c2cnccn2)C1 (centres undefined),-6,-1,1,1,-5,2,-19,-1,12,0.2
CCOc1ccc(C2CC(c3ccc(F)cc3)n3ncnc3N2)cc1 (centres undefined),-14,-4,-4,15,18,4,12,6,8,0.2
O=C(N[C@@H](Cc1ccccc1)C(=O)NCCc1c[nH]c2ccccc12)c1ccco1,11,-7,-8,1,2,-5,-7,-1,2,0.1
CCN(CC(=O)Nc1c(F)cccc1F)C(=O)CCN1C(=O)C2CC=CCC2C1=O (centres undefined),-2,.,.,-3,-15,-4,.,-5,29,-1.8
O=C(O)c1ccc(Sc2nnc(-c3cccc(Br)c3)o2)c([N+](=O)[O-])c1,3,-4,-6,4,-9,15,14,3,38,-0.2
CC(=O)Nc1ccc(OS(=O)(=O)c2ccc(C(C)(C)C)cc2)cc1,14,-3,-2,-5,11,2,11,2,17,-0.2
COC(=O)c1nc2nc(-c3cccs3)cc(C(F)(F)F)n2n1,0,-4,0,4,-2,-3,-25,5,8,0.0
CCOC(=O)c1cc(CC)sc1NC(=O)CN1CCN(C(=O)c2ccco2)CC1,20,0,-11,-10,-24,20,-20,-5,15,0.1
COc1ccc(NC(=O)CNCCC2=CCCCC2)cc1,-8,1,2,3,16,0,-45,-1,10,0.6
CCCc1c(C)nn(-c2ncccc2[N+](=O)[O-])c1C,3,-1,-1,9,-23,7,-29,-6,13,0.5
C=CCC(CC=C)(NC(=O)c1ccccc1C(=O)O)c1ccccc1,27,0,-5,-10,-6,-17,-15,-4,-6,-0.1
CCOc1ccc(NS(=O)(=O)c2ccc(C(=O)N3CCC3)cc2)cc1,-6,-2,0,-4,9,-4,-4,-3,29,-0.9
Cc1noc(C)c1CN1C(=O)c2ccc([N+](=O)[O-])cc2C1=O,-10,4,3,-2,2,0,-8,-2,31,0.7
Cc1csc2cc(-c3cccc([N+](=O)[O-])c3)c(-c3cccc([N+](=O)[O-])c3)c[n+]12,-3,0,-3,-11,2,0,-16,-4,34,-0.4
COC(=O)[C@H]1C[C@@H]1[C@H](NC(=O)[C@H]1C[C@@H]1[C@H](NC(=O)OCc1ccccc1)c1ccccc1)c1ccccc1,17,0,4,-2,-1,7,-18,-2,22,0.8
COc1ccc(Cn2c(=O)[nH]c3cc(C(=O)N4CCN(c5ccccc5)CC4)ccc3c2=O)cc1,11,1,-6,0,5,2,-12,3,21,-0.3
Cc1nc(S/C(=C/c2ccc(OCc3ccc(C(=O)O)cc3)cc2)C(=O)O)n[nH]1,9,5,-1,-1,32,16,-10,-1,33,-0.3
COc1ccc(-c2ccc(NCCN3CCOCC3)nn2)cc1OC,-4,-2,2,3,0,7,12,-2,19,0.6
Fc1cc(Br)ccc1NC(=S)NCCc1ccccc1,-119,-2,-5,-6,1,7,-86,-3,-24,1.6
CCN1CCN(c2cc(C)c3cc(NC(=S)N4CCCCC4)ccc3n2)CC1,-85,-3,3,-20,-34,-24,-23,-26,19,2.9
COc1ccc(S(=O)(=O)N2CCN(CC(O)COc3ccc(CC#N)cc3)CC2)cc1OC (centres undefined),35,-5,3,-4,-6,-1,-26,-3,26,-0.8
COc1cc(C)c(S(=O)(=O)n2c([N+](=O)[O-])cnc2C)cc1C,12,0,-6,3,-2,1,-47,-9,8,0.6
Cc1cc(C)nc(SCC(=O)n2c3c(c4ccccc42)CCCC3)n1,-14,-1,5,-3,-7,-5,-23,0,8,-0.2
COc1ccc(NC(=O)CN(C)C(=O)/C=C/c2cn(-c3ccccc3)nc2-c2cccs2)cc1,-2,.,.,13,-6,7,.,6,18,0.2

# Additional entries.
SMILES,aSyn 5UTR inh,HSP90 inh,IEC-6 cytotox,Platelet DG rel,HSF-1 act,SKKanGAS inh,KLF5 inhibitor,HSF1 inhib,AI-2 QS modul,HIF activator
O=C1CCCN1c1ccc(CNS(=O)(=O)c2ccc(F)cc2)cc1,-7,-5,1,2,-1,-5,-18,1,18,0.0
COc1nc(OCCNS(=O)(=O)c2ccc(C)cc2)nc(N(C)C)n1,8,0,-12,-1,-25,4,-28,-6,37,-0.1
COC(=O)c1[nH]c2ccc(Br)cc2c1NC(=O)CN1CCCCC1CCO (centres undefined),9,-2,-4,0,13,-1,-29,0,29,-21
Cc1ccc(C(=O)Nc2cccc(NC(=O)c3ccc(C)cc3)n2)cc1,-28,.,.,3,11,3,.,7,0,0.3
Cc1ccc(C(=O)N2CCN(C(=O)c3ccccc3)C2c2ccc(N(C)C)cc2)cc1 (centres undefined),-10,0,1,2,17,0,-5,5,38,-0.6
Cc1ccn2c(C(=O)NN=C3CCCCCCC3)c(C)nc2c1,7,-2,-4,4,13,-4,-5,4,18,-0.8
COc1ccccc1N1CCN(C(=S)Nc2ccc(S(=O)(=O)N3CCOCC3)cc2)CC1,8,0,7,2,.,-2,2,.,21,0.2
COC(=O)C1C2CCC(C2)C1C(=O)OCC(=O)c1ccccc1 (centres undefined),4,2,-4,4,1,-3,3,-3,22,-0.5
COc1ccc(S(=O)(=O)N2CCOCC2)cc1C(C)C,0,0,-2,4,11,3,-39,-7,10,-0.3
